JMJD2C inh = blocks human GASC-1 demethylase activity; Q9H3R0; GST-JMJD2C(1-420) H3K9me3 demethylation, DELFIA europium; inhibition, % at 2.35 µM; hit rate 0.069% among 330,000; AID 2099;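 active means more than half of a compound's replicate wells show inhibition beyond 50%, single wells judged on their own value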;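 further: signal counts dimethyl H3K9 product captured on neutravidin plate; 0% = median of DMSO wells and 100% = 0.3 times that DMSO median; strong numbers were not always called active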
TPT1 inh = inhibitors of Candida albicans tRNA 2'-phosphotransferase TPT1; inhibition, % at 5 µM; recombinant caTPT1, FP RNA substrate dephosphorylation; hit rate 0.81% among 300,000; AID 1962;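 active means inhibition above the mean of all tested compounds plus 3 SD, set per screening campaign, cut at about 24% in these data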;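 further: plate controls were DMSO alone for no effect and ferristatin control at 100 nM for full effect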
PP1 inh = counter-screen for PP5 inhibitors: inhibitors of human PP1-alpha | inhibition, % at 6.7 µM | AID 2235 | hit rate 0.9% among 320,000 | purified PP1alpha, OMFP fluorescence | P62136;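 active means inhibition above the mean inhibition of all tested compounds plus 3 SD, computed separately for each screening campaign, cut at about 15% in these data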
Target sequence (P62136 whole entry, looked up): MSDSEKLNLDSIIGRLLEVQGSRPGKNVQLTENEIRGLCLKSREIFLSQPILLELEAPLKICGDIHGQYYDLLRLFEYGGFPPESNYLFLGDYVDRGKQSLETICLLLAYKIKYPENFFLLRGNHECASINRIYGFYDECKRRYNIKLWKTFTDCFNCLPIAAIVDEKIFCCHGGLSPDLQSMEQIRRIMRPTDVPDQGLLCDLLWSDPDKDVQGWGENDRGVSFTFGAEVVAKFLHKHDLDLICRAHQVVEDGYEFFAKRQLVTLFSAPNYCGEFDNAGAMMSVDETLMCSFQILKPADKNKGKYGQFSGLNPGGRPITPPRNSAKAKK
Efflux pump inh = blocks antifungal efflux pumps in multiplex yeast assay | S. cerevisiae Candida pump triplex, Nile Red efflux | inhibition, % at 10 µM | hit rate 0.44% among 330,000;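 active means plate passing quality check with inhibition over a set limit, or well fluorescence over plate mean plus 4 SD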;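 further: Nile Red retained in pooled yeast measured as flow cytometry median fluorescence; 0% = buffer negative control and 100% = Enniatin B positive control; higher means more Nile Red kept so more efflux inhibition; some compounds called inactive have numbers as strong as hits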
PP5 primary = PP5 (human) phosphatase inhibition | P53041 | purified PP5c, OMFP substrate fluorescence | inhibition, % at 6.7 µM | hit rate 0.18% among 320,000 | AID 1987;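 active means inhibition above the campaign's mean inhibition across all tested compounds plus 3 SD, cut at about 9.5% in these data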;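 further: 0% = DMSO only and 100% = 100 µM cantharidin control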
Target sequence (P53041 whole entry, looked up): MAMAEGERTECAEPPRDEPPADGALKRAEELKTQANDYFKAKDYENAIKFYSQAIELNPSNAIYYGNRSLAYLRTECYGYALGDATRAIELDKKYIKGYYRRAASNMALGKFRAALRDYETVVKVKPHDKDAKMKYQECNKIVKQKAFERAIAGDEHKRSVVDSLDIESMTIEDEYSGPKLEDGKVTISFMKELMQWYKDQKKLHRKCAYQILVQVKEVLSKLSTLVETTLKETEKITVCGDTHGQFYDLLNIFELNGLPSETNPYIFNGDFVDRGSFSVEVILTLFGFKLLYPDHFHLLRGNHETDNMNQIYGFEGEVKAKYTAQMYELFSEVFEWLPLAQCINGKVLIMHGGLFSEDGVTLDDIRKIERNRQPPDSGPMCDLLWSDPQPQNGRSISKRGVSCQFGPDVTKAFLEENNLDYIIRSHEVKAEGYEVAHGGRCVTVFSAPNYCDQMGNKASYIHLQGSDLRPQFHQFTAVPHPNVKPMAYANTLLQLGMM
PREPL inh = human PREPL enzyme inhibition. Q4J6C6. recombinant PREPL, fluorescence polarization activity-based probe. inhibition, % at 5.96 µM. hit rate 0.68% among 320,000; in the data active means inhibition above about 43%;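 further: 0% = enzyme with DMSO and 100% = wells lacking enzyme; many of its hits are not listed in these tables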
HCV core dimer = HCV core protein dimerization inhibition; inhibition, % at 5 µM; TR-FRET GST/Flag-core106 dimerization, 1536-well; AID 1899; hit rate 0.33% among 300,000;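 active means inhibition above the mean of all tested compounds plus 3 SD, set per screening campaign, cut at about 45% in these data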
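System: GST-tagged and Flag-tagged HCV core protein residues 1-106 / Input: core106 proteins, GST 13.5 nM and Flag 17 nM / Buffer or medium: KF-containing HEPES buffer, pH 7.45, DTT, CHAPS, BSA / Probe or stimulus: Eu-anti-GST and XL665-anti-Flag labelled anti-tag antibodies / Schedule: 4 h, 22.5 °C incubation / Technique: TR-FRET 671 and 617 nm emission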
Fh CTSL1 inh = blocks F. hepatica cathepsin L1 in PFM18AAP counter-screen; AID 1906; recombinant F. hepatica cathepsin L1, Z-Leu-Arg-MCA fluorescence; hit rate 0.49% among 300,000; inhibition, % at 5.96 µM;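 active means inhibition above the mean of all tested compounds plus 3 SD, set per screening campaign, cut at about 17% in these data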;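 further: 0% = plate median of test compound wells and 100% = 1 µM Z-Phe-Ala-diazomethylketone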
LYPLA2 counter = LYPLA2 (human) inhibition in PME1 counter-screen; O95372; inhibition, % at 5.9 µM; hit rate 0.38% among 320,000; recombinant LYPLA2, FP-Rh probe fluorescence polarization; AID 2177;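 active means inhibition above the screen-wide mean plus 3 SD, limit set per campaign, cut at about 26% in these data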;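 further: 0% = LYPLA2 with DMSO and 100% = wells lacking LYPLA2 enzyme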
Target sequence (O95372 whole entry, looked up): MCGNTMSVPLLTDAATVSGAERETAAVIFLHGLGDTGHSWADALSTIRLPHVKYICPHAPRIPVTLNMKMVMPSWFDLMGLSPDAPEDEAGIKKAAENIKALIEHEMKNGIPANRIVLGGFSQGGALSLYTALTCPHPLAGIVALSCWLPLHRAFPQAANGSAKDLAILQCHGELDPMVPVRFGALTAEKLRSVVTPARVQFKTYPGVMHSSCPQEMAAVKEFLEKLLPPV
Starred values were filed as active, the others as inactive.

SMILES | JMJD2C inh | TPT1 inh | PP1 inh | Efflux pump inh | PP5 primary | PREPL inh | HCV core dimer | Fh CTSL1 inh | LYPLA2 counter
CCC(C)C(=O)Nc1nc2ccc(OC)cc2s1 (stereo not given) | 1 | -3 | -8 | 0.1 | -0.5 | -3 | 4 | -2 | 2
Cc1cc(C)n(-c2ccnc3cc(Cl)ccc23)n1 | -4 | 1 | -4 | -0.2 | -1.9 | 6 | 7 | 4 | -6
CCOc1ccc(OCC(=O)N(C)c2c(N)n(Cc3ccccc3)c(=O)[nH]c2=O)cc1 | -20 | -2 | -3 | -0.1 | 1.0 | 16 | -10 | -4 | -1
COc1ccc(-c2sc(Nc3ccc(F)c(F)c3F)nc2CCC(=O)NN)cc1 | -13 | -5 | 2 | -0.2 | 3.5 | 27 | -14 | 9 | 4
Cc1nn(C)c(C)c1/C=N/NC(=O)C(C)(C)Oc1ccc(Cl)cc1 | 4 | 3 | -1 | 0.1 | -0.1 | 2 | 4 | 0 | 7
COCCNC(=O)c1ccc(NS(=O)(=O)c2cc(C)ccc2C)cc1 | -7 | -1 | 1 | 0.0 | -0.2 | 3 | 0 | -1 | 2
CC1=C(C(=O)Nc2ccccc2C(=O)NC2CCCCC2C)SCCO1 (stereo not given) | -6 | -3 | -3 | -0.4 | 2.2 | 2 | 8 | -1 | 3
COc1ccc(C(=O)Nn2c(C)ccc2C)cc1OC | 19 | 6 | -5 | 0.0 | 1.0 | 0 | 24 | 1 | -12
CC(CCCC(C)(C)O)CC1C2=C(CCCC2=O)OC2=C1C(=O)CCC2 (stereo not given) | -10 | -1 | 1 | 0.2 | -0.3 | 18 | -5 | 2 | 9
Cn1c(=O)[nH]c2ncccc21 | -9 | -1 | 28* | -0.1 | -1.0 | 2 | -2 | -2 | 3
Cc1cc(C)c2c(N)c(S(=O)c3ccc(C(C)(C)C)cc3)sc2n1 (stereo not given) | 5 | 3 | 1 | 0.1 | 3.1 | 10 | 2 | 5 | 2
O=C(CSc1nc2ccccc2s1)NNC(=O)Nc1ccc(Cl)c(Cl)c1 | -3 | 0 | 7 | -0.1 | 4.5 | -26 | 6 | -2 | -15
CC(=O)c1ccc(NC(=O)CN2CCC(C(=O)c3ccc4c(c3)OCCO4)CC2)cc1 | -6 | 0 | -1 | 0.2 | 0.8 | -9 | 7 | -5 | 5
COc1cccc(NS(=O)(=O)c2c(C(=O)N3CCCCCC3)c(C)n(C)c2C)c1 | 3 | 0 | 1 | -0.2 | -0.3 | 8 | -1 | -2 | 4
CC(C)CCNC(=O)CN(Cc1ccccc1)C(=O)CCC(=O)Nc1nccs1 | -3 | -1 | 12 | 0.0 | 3.7 | -15 | -6 | -3 | 1
O=C(NCCNc1ccc([N+](=O)[O-])cc1)c1cccc(Br)c1 | 2 | 2 | -2 | 0.1 | 3.1 | -7 | -3 | 0 | -1
CCOC(=O)C1=C(C)Nc2ccccc2N=C1NC(=O)c1ccc(Cl)c(S(=O)(=O)N2CCCC2)c1 | -8 | 6 | 2 | 0.0 | 0.6 | -4 | 18 | 3 | -4
COc1ccc(C(=O)Nc2cccc(C(=O)N/N=C/c3ccc(OC)cc3OC)c2)cc1 | -16 | -1 | 0 | 0.1 | 3.7 | -9 | 6 | -1 | -65
Brc1ccccc1OCCCCCN1CCOCC1 | 1 | -1 | -2 | 0.0 | -0.7 | 0 | 1 | 7 | -2
CCN(CC(=O)Nc1c(F)cccc1F)C(=O)c1ccc(-n2cncn2)c([N+](=O)[O-])c1 | -3 | -3 | -7 | 0.1 | 0.8 | -3 | -3 | -3 | 2
CCC(Sc1nc(N)cc(N)n1)C(=O)O (stereo not given) | -7 | 1 | 1 | -0.3 | -0.1 | 5 | -10 | -5 | 0
CC(/C=N/n1cnnc1)=C\c1ccccc1 | 36 | 3 | -3 | 0.1 | -0.5 | -7 | -1 | 4 | 6
O=C(CN(C(=O)c1csnn1)c1ccccc1C(F)(F)F)NC1CCCCC1 | -9 | 2 | -1 | 0.0 | 2.4 | -2 | -4 | -4 | -1
C=CCSc1nnc(NC(=O)CSc2nnc(C)s2)s1 | -20 | -1 | -1 | -0.2 | -0.8 | 1 | -7 | 4 | 4
Cc1ccc(S(=O)(=O)NCCC(=O)Nc2nnc(C)s2)cc1 | 0 | -3 | -2 | -0.1 | 0.7 | 1 | -11 | -1 | -2

At a glance, three of the compounds above:
SMILES | JMJD2C inh | TPT1 inh | PP1 inh | Efflux pump inh | PP5 primary | PREPL inh | HCV core dimer | Fh CTSL1 inh | LYPLA2 counter
O=C(CN(C(=O)c1csnn1)c1ccccc1C(F)(F)F)NC1CCCCC1 | -9 | 2 | -1 | 0.0 | 2.4 | -2 | -4 | -4 | -1
C=CCSc1nnc(NC(=O)CSc2nnc(C)s2)s1 | -20 | -1 | -1 | -0.2 | -0.8 | 1 | -7 | 4 | 4
Cc1ccc(S(=O)(=O)NCCC(=O)Nc2nnc(C)s2)cc1 | 0 | -3 | -2 | -0.1 | 0.7 | 1 | -11 | -1 | -2

The list goes on:
SMILES | JMJD2C inh | TPT1 inh | PP1 inh | Efflux pump inh | PP5 primary | PREPL inh | HCV core dimer | Fh CTSL1 inh | LYPLA2 counter
O=C1c2cccc3c(N4CCCCC4)ccc(c23)C(=O)N1c1ccc(O)cc1 | -4 | 72* | -3 | 0.3 | -4.3 | 10 | 18 | 2 | 0
O=C(CSCc1ccc(C(=O)O)cc1)Nc1ccc2ccccc2c1 | -4 | 0 | -1 | 0.0 | -2.2 | -11 | -4 | 2 | 13
O=C(NC(NC(=S)Nc1ccc(Cl)c(Cl)c1)C(Cl)(Cl)Cl)c1ccco1 (stereo not given) | -1 | 3 | 3 | -0.1 | 0.6 | -16 | 6 | -2 | -42
Cc1nc(-c2nnc(SCC(=O)Nc3cc(Cl)cc(Cl)c3)n2C)cs1 | -1 | 0 | -4 | 0.1 | 4.5 | -11 | 1 | 0 | 6
CC(=O)NC(CC(=O)OCC(=O)N1CCc2ccccc21)c1ccccc1 (stereo not given) | 12 | -4 | -4 | 0.0 | 0.7 | -7 | 1 | -3 | -1
CS(=O)(=O)c1nc2ccccc2n1Cc1ccccc1 | -15 | 3 | -2 | 0.2 | -1.8 | -2 | 2 | 5 | -7
COc1nc(NC(C)C)nc(N(C#N)CN2C(=O)c3ccccc3S2(=O)=O)n1 | 1 | -3 | 0 | -0.1 | 1.3 | 6 | 2 | 4 | 6
O=C(N1CCC(O)(c2cccnc2)CC1)C12CC3CC(CC(C3)C1)C2 | 8 | -3 | 2 | 0.1 | 0.1 | 4 | -5 | -7 | -3
O=C(CCN(CCO)Cc1ccccc1)Nc1ccc(Br)cc1 | 7 | -1 | -3 | 0.1 | -1.2 | -2 | 1 | 1 | 1
O=C(CN1CCOCC1)N/N=C/c1ccc(C(=O)O)cc1 | 31 | 2 | 2 | 0.0 | -1.1 | 0 | -11 | -1 | 3
Cc1ccc(C(=O)/C=C/Nc2ccc(S(=O)(=O)Nc3onc(C)c3C)cc2)cc1 | 5 | 1 | 0 | -0.2 | 0.2 | 11 | 14 | 9 | 7
O=C(Cn1cnc([N+](=O)[O-])n1)NCc1ccccc1 | 6 | -1 | 5 | 0.1 | 1.4 | 13 | 6 | -4 | -8
Cc1ccc(C)c(C(=O)COC(=O)C2CCN(c3ccc(C(F)(F)F)cn3)CC2)c1 | 0 | -2 | -3 | 0.0 | 1.6 | -12 | 5 | -4 | -4
Cn1c(=O)[nH]c(=O)c2c1nc(NC1CCCCC1)n2Cc1ccccc1 | 2 | -3 | -2 | 0.0 | 1.6 | 3 | 5 | -1 | 2
COCn1c(COc2ccccc2)nc2ccccc21 | -1 | -3 | -2 | 0.1 | 0.3 | 1 | 1 | 1 | 2
O=c1[nH]n(CCO)c(=O)c2cccnc12 | -4 | 1 | -6 | -0.2 | 0.0 | -3 | 3 | 2 | -8
COC(=O)c1nn(C23CC4CC(CC(C4)C2)C3)c2c1C(=O)N(c1ccc(Br)cc1)C2=O | 0 | 1 | -7 | 0.0 | -1.4 | -2 | 4 | -2 | -1
COc1ccccc1CNC(=O)COC(=O)CNS(=O)(=O)c1ccc(C)cc1 | -16 | -1 | -3 | 0.0 | 3.9 | 11 | 0 | -41 | -3
Cc1cccnc1NC(=O)CSc1nnc(COc2ccc(C(C)C)cc2)n1C | -5 | -5 | -1 | -0.1 | -0.3 | 6 | 2 | 0 | 0
COC(=O)c1coc(-c2ccc(OC)cc2)c1C(=O)OC | 6 | 2 | -1 | 0.0 | -2.6 | 1 | 8 | 5 | -5
CC(C)C(C(=O)O)N1CCS(=O)(=O)CC1 (stereo not given) | -12 | 0 | 1 | -0.1 | -0.4 | -3 | 10 | -2 | 2
N#C/C(=C/c1ccc(O)c([N+](=O)[O-])c1)C(=O)Nc1ccccc1 | -1 | 1 | -5 | -0.1 | 4.0 | 19 | -2 | 3 | 5
COc1ccc(C2N(S(=O)(=O)c3ccccc3)CCN2S(=O)(=O)c2ccc(C)cc2)cc1 (stereo not given) | -1 | 1 | 1 | 0.1 | 10* | 10 | 2 | -4 | -2
O=C(CSCc1ccc(Cl)cc1)Nc1ccccc1O | 2 | -1 | -2 | 0.2 | 3.8 | -3 | 2 | -1 | -4
O=C1Nc2ccccc2N(O)N1c1cc(-c2ccc(Cl)cc2)[nH]n1 | 22 | -2 | -1 | -0.1 | 2.2 | 22 | -2 | -1 | 8
Next structures follow.
SMILES | JMJD2C inh | TPT1 inh | PP1 inh | Efflux pump inh | PP5 primary | PREPL inh | HCV core dimer | Fh CTSL1 inh | LYPLA2 counter
COc1ccc(C)cc1NC(=O)C(=O)NCc1ccncc1 | 3 | -5 | -1 | 0.0 | -1.3 | -4 | -5 | 1 | -4
COc1ccc2c(c1)O[C@@]1(CCCC[C@@H]1C)CC2=O | -1 | 0 | -7 | 0.2 | 3.9 | 6 | -6 | 0 | -4
Cc1cccc(N2C(=O)CN(Cc3sccc3C)C2=S)c1 | 0 | -3 | 4 | -0.1 | 4.4 | 17 | -7 | 3 | 8
Cc1onc(-c2ccccc2)c1C(=O)N1CCCSC1=Nc1ccccc1 | -1 | -6 | 4 | -0.1 | 1.7 | 2 | 9 | -2 | 3
CCN(CC)c1ccc(C=C(c2nnnn2-c2ccc(C)cc2)c2nnnn2-c2ccc(C)cc2)cc1 | -8 | 77* | 7 | 0.3 | 3.3 | 8 | 30 | 4 | -5
CC1=CC(C)=Nc2ccccc2N1 | 4 | -5 | -2 | -0.1 | 2.1 | 4 | 5 | -1 | -4
O=C(O)c1ccc(CS(=O)(=O)Cc2ccccc2F)o1 | 2 | 1 | -3 | 0.1 | 0.5 | 0 | 7 | -1 | 2
Cc1nc(C(=O)Nc2cccc(Cl)c2Cl)nn1-c1cc(OC(C)C)c(Cl)cc1Cl | -2 | -4 | 4 | -0.1 | 2.6 | -7 | 0 | -1 | 2
Cc1c2cnn(-c3ccccc3)c(=O)c2c(C)n1CCCC(=O)N1CCN(C)CC1 | 3 | 0 | 4 | -0.1 | 1.0 | 13 | -14 | -5 | 6
Cc1cc(S(=O)(=O)NCCC2=CCCCC2)ccc1Br | -3 | -2 | 0 | 0.0 | 0.9 | -9 | -2 | -5 | -1
CCN(CC)c1nc(N)c2c(N)n(-c3ccccc3C)c(=S)c(C#N)c2c1C#N | 14 | 11 | 12 | 0.0 | 7.9 | 14 | 43 | 12 | 10
Cc1ccc(NC(=O)C2CCCN2S(=O)(=O)c2ccc(-c3ccc(=O)[nH]n3)s2)c(C)c1 (stereo not given) | 4 | 2 | 3 | -0.1 | 3.3 | -4 | 24 | -1 | 2

Screening results deposited in PubChem BioAssay by several laboratories.

These rows are one share of the data (hit frequency here may not be typical).
